Screening data (PubChem)
D2 agonist = HTS Assay for Allosteric Agonists of the Human D2 Dopamine Receptor: Primary Screen for Agonists; D(2) dopamine receptor (Homo sapiens), P14416; HEK293 T-REx D2 cells, calcium flux agonist mode; activation, % at 2 µM; 340,000 compounds, 0.53% hits; AID 485358, 2010;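 active means activation over 3 SD above normal in the single-dose calcium agonist read, cut at about 30% in these data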; further: 0% is about no effect
Target sequence (P14416 whole entry, looked up): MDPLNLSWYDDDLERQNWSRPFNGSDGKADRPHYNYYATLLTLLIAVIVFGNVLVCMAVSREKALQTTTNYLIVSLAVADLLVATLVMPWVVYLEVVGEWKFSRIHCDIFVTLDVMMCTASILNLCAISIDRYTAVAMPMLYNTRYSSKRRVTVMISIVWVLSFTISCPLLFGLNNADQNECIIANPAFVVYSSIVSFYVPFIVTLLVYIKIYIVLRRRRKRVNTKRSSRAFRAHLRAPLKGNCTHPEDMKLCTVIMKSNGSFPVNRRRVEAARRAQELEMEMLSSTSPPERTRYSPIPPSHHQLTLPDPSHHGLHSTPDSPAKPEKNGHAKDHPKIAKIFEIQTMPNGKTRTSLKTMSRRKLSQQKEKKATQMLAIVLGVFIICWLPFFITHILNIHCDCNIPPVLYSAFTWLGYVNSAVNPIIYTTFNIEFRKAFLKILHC
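Calcium-flux readout, 1 cycle/sec over 180 s following compound pin transfer, in inducible HEK293 Trex D2 cells (force-coupled); dopamine controls included. Positive calcium responses during this window marked compounds as potential agonists.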
D2 antag = HTS Assay for Allosteric Antagonists of the Human D2 Dopamine Receptor: Primary Screen for Antagonists. D(2) dopamine receptor (Homo sapiens), P14416. HEK293 TREx D2 cells, calcium flux, dopamine EC80. inhibition, % at 10 µM. 340,000 compounds, 2% hits. AID 485344, 2010; in the data active means inhibition above about 30%; further: 0% is about no effect
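Compounds are added to dye-loaded, induced HEK293 T-REx cells coupled to calcium release via D2; after a 3 min kinetic read an EC80 dopamine stimulus is given and fluorescence is recorded for 3 more min.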
ALOX12 inh = Primary qHTS assay for inhibitors of human arachidonate 12S-lipoxygenase (ALOX12): Round 2; AID 1671190, 2021; purified 12hLO, xylenol orange hydroperoxide absorbance; 580,000 compounds, 1.1% hits; Polyunsaturated fatty acid lipoxygenase ALOX12 (Homo sapiens), P18054; Potency, µM (doses to about 108 µM), for the others: top-dose activity change, negative = inhibition, most hits filed as inhibitors; further: potency means the concentration at half of the fitted maximal effect; on the % scale 0 is the no-effect control and ±100 the full control effect
Target sequence (P18054 whole entry, looked up): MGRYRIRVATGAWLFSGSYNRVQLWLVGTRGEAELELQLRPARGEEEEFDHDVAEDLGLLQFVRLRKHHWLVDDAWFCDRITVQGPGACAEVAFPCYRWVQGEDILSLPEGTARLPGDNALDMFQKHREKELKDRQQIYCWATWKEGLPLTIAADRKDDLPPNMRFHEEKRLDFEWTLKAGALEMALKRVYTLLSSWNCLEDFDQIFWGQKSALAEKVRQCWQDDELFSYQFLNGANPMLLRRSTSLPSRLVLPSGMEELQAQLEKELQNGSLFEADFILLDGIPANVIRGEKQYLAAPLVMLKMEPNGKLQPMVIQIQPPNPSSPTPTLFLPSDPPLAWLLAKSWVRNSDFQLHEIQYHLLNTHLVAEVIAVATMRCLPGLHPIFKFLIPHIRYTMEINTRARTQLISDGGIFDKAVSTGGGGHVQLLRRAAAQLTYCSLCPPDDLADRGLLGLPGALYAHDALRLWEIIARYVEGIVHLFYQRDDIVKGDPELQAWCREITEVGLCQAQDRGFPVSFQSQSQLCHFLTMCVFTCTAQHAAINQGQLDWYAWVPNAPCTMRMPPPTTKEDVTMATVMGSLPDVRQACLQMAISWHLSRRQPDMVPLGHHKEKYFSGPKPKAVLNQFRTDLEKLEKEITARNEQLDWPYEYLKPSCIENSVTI
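Purified human 12hLO (150 nM final) in 25 mM Hepes, 0.01% Triton X-100, pH 7.0 was preincubated 15 min at room temperature with compound. Then 40 uM arachidonic acid was added, 30 min. Hydroperoxide was read by Fe-XO absorbance ratio 573/405 nm.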
Vif-APOBEC3G blk = qHTS for Inhibitors of Vif-A3G Interactions: qHTS; 410,000 compounds, 0.076% hits; Potency, µM (titrated, usually from 46.1 µM), inactives show at the top dose activity, negative = active, hits mostly inhibitors; HeLa A3G-eYFP + Vif (tagged APOBEC3G with the HIV-1 protein that degrades it), YFP fluorescence, overnight; DNA dC->dU-editing enzyme APOBEC-3G (Homo sapiens), Q9HC16; AID 602310, 2012;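 further: potency means the concentration at half of the fitted maximal effect; on the % scale 0 is the no-effect control and ±100 the full control effect; nearly all actives have a fitted effect of over 60% in size; hits raise eYFP signal because A3G escapes Vif-driven loss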
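HeLa cells stably expressing Vif and C-terminally eYFP-tagged A3G, seeded overnight at 37 deg C, then exposed to compound by pintool overnight at 37 deg C. Rise in yellow fluorescence (Ex 488/Em 500-530, Acumen) marks blocked Vif-driven A3G degradation.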
Vif-A3F inh = qHTS for Inhibitors of Vif-A3F Interactions: qHTS; HeLa A3F-eYFP + Vif (tagged APOBEC3F with the HIV-1 protein that degrades it), YFP fluorescence increase; Potency, µM (doses to about 46.1 µM), without a hit: at the highest dose activity, negative = active; 390,000 compounds, 0.2% hits; AID 602313, 2012; further: potency means the concentration at half of the fitted maximal effect; % of control where 0% means no effect; nearly all actives have a fitted effect of over 65% in size
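HeLa cells stably expressing A3F-eYFP plus Vif, plated and incubated overnight at 37 deg C, then exposed to compounds overnight at 37 deg C. Blocked degradation read as raised yellow fluorescence (Ex 488/Em 500-530).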
LDHA block = qHTS assay for inhibitors of human lactate dehydrogenase; AID 1347041, 2019; 480,000 compounds, 0.15% hits; L-lactate dehydrogenase A chain (Homo sapiens), P00338; activity change, % (values are at about 110 or 230 µM); purified LDHA, NADH/diaphorase-resazurin fluorescence; stronger effect = lower value; in the data active means activity change below about -30%; inconclusive means mostly about -25% to -30%;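 further: plate controls were DMSO wells for no effect and wells without enzyme for full effect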
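LDH5 2 nM; NADH 0.06 mM, pyruvate 0.2 mM; 200 mM Tris pH 7.4, EDTA, Tween-20; 5 min RT. Detection: diaphorase 0.133 mg/mL + resazurin 37 µM, fluorescence ex540/em590 at 0 and 20 min; normalized to enzyme-free and DMSO wells.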
Glioma ERSR ind = qHTS for Inducers of the Endoplasmic Reticulum Stress Response (ERSR) in Human Glioma: qHTS. Potency, µM, inactives show at the top dose activation, hits mostly activators. 420,000 compounds, 0.02% hits. U87-MG GRP78 promoter luciferase reporter, 16 h; further: potency means the concentration at half of the fitted maximal effect; series mostly up to about 76 µM; % of control where 0% means no effect; nearly all actives have a fitted effect of over 35% in size
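ERSR induction read as luciferase luminescence (Bright-Glo, 10 min at room temperature) in stably transfected human U87-MG glioma cells exposed to compounds for 16 h, using GRP78 as sensor.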
ERG-DNA inh = qHTS for Small Molecule Inhibitors of the ERG Ets/DNA interaction; Potency, µM (highest dose often 76.9 µM), for inactives: at the highest dose FP activity, negative = inhibition, actives largely listed as inhibitors; 370,000 compounds, 0.028% hits; AID 624246, 2012; fluorescence polarization, His-ERG Ets domain / labelled DNA; active means well fitted inhibition curve with a large enough effect in the polarisation, with a control signal flat; inconclusive means small, poorly fitted or top-dose-only effect, or effect the other way, or a change in a side signal; inactive means no such curve, though single readings can be large or run the other way; the % refers to the polarisation;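 further: polarization taken with two DNA probes labelled with fluorescein and Texas red; potency means the concentration at half of the fitted maximal effect; % of control where 0% means no effect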
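His-tagged ERG Ets domain (1 uM in the protein solution; 300mM KCl, 50mM Tris-HCl, 1mM EDTA, 1mM DTT, pH 7.5) received compound, then a probe mix of 5 nM fluorescein-DNA and 100nM Texas-615-DNA. Fluorescence polarization was read for both dyes.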
RGS4 inh = Inhibitors of Regulator of G Protein Signaling (RGS) 4: qHTS. AID 504845, 2011. Transcreener GDP fluorescence polarization, RGS4-accelerated GTP hydrolysis. Regulator of G-protein signaling 4 (Homo sapiens), P49798. 390,000 compounds, 0.039% hits. Potency, µM (highest dose often 114 µM), for inactives: at the top dose activity change, negative = inhibition, usual class: inhibitors; further: potency means the concentration at half of the fitted maximal effect; on the % scale 0 is the no-effect control and ±100 the full control effect; nearly all actives have a fitted effect of over 75% in size; some results filed as inactive show a strong effect at the top dose
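MLSMR compounds (23 nl, pin-transferred) preincubated 10 min at room temperature with a 500nM (2x) first reagent, then RGS4 at 900nM (2x) plus Transcreener GDP mix added; fluorescence polarization (620/688 nm) read before and after 90 min at 30 °C.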
Starred values were filed as active, the others as inactive; ? = inconclusive; nt = no result given; & = joins results of further samples; [ ] = remark or other dose. Unless noted, the call rests on the fitted dose curve; in most records, active means well fitted curve in the direction sought with a large enough effect; inconclusive means small, poorly fitted or top-dose-only effect, or another doubt; inactive means no such curve, though single readings can be large; an effect the other way counts as inactive or inconclusive. Only part of the results is shown; the hit share may differ from the screen's.

SMILES	D2 agonist	D2 antag	ALOX12 inh	Vif-APOBEC3G blk	Vif-A3F inh	LDHA block	Glioma ERSR ind	ERG-DNA inh	RGS4 inh
CC(C)NC(=O)c1ccc2c(c1)N(CC(=O)N1CCCCC1)C(=O)C(C)(C)O2	-0.4	-28	-10%	1%	0%	2	-1%	-2%	8%
O=C(COc1cc(F)ccc1[N+](=O)[O-])Nc1ccc(N2CCOCC2)cc1	1.0	4	42%[activator]	3%	-2%	-6	-7%	-2%	-33%
COc1ccc(OC)c(NC(=O)COC(=O)c2c3c(nc4ccccc24)CCCC3)c1	0.0	8	-17%	-8%	1%	-2	-7%	2%	-16%
CN(Cc1ccccc1)C(=O)c1cc(-c2cccc(Cl)c2)on1	1.2	nt	-24%	1%	-2%	-9	4%	1%	-12%
CNC[C@H](CC1CCCCC1)NC[C@H](NCCC1CCCC1)[C@H](C)O	-0.2	-1	19%	5%	?	1	-8%	-1%	-1%
Cc1ccc(-c2nc(CCNC(=O)C(=O)Nc3ccc(F)cc3F)cs2)cc1	1.2	nt	-17%	-4%	-5%	-5	-1%	0%	-10%
CNC(=S)N1CCN(C(=O)c2ccco2)CC1	1.6	-3	1%	-1%	-7%	1	-3%	1%	-3%
CC(=O)Nc1cccc2c1C(=O)N(c1ccc(OC(C)=O)cc1)C2=O	-0.8	5	-2%	0%	1%	-1	1%	-4%	27%
Cc1ccc(C)c(CNC(=O)C2CCN(c3nc4ccccc4nc3C(F)(F)F)CC2)c1	0.0	nt	3%	2%	4%	-3	-3%	0%	-9%
COC(=O)/C=C/C(=O)N1CCN(c2ccccc2)CC1	4.8	-11	-15%	-6%	-1%	-4	-2%	2%	-7%
Cc1csc(NC(=O)CSc2nnc(-c3ccccc3)o2)n1	-0.2	3	-1%	-1%	?	-7	-10%	-3%	6%
CCCNC(=O)N1CCN(S(=O)(=O)c2ccc3c(c2)OCCO3)CC1	-0.3	20	0%	-4%	-11%	-4	-3%	-8%	7%
N#CC1=C(N)OC2=C(C(=O)CC(c3ccccc3)C2)C1c1cccnc1 (configuration not stated)	1.5	-2	-7%	0%	-2%	-2	-4%	2%	-16%
COc1ccc(OCC(=O)Nc2ccc3oc(-c4ccncc4)nc3c2)cc1	-0.2	-13	-7%	3%	1%	-6	-2%	0%	8%
COc1ccc(NC(C)=O)cc1S(=O)(=O)Nc1ccc2c(c1)OCCO2	-0.6	-16	-5%	0%	0%	0	-8%	2%	-3%
O=C(CSc1n[nH]c(-c2ccncc2)n1)Nc1ccccn1	-0.6	-15	?	-1%	-5%	0	-6%	-2%	-11%
Cn1c(N)c(C(=O)c2ccccc2)c(=O)n(C)c1=O	-0.3	8	0%	0%	-4%	-9	-3%	2%	?
NS(=O)(=O)c1ccc(CCNc2nc3c(-c4cccc(F)c4)nnn3c3ccccc23)cc1	-0.1	-5	-22%	3%	-29%	-6	1%	11%	?
Cc1cc(C)c2c(c1)CC(C)(C)CC2=O	nt	nt	8%	0%	-9%	-2	-4%	3%	-12%
CC1C(=O)N(Cc2cn(CCC3OCCO3)nn2)CCS(=O)(=O)N1Cc1ccc(-c2ccc(F)nc2)cc1 (configuration not stated)	nt	nt	-5%	0%	0%	-2	-1%	nt	nt
Cc1ccc(NC(=S)/N=C(\N)Nc2nc(C)c3cc(C)c(C)cc3n2)cc1C	0.9	3	35µM*	5%	-42%	-7	-3%	-5%	-15%
O=C(NC(NNc1ccc([N+](=O)[O-])cc1)(C(F)(F)F)C(F)(F)F)c1ccc(Cl)cc1	8.2	-15	35µM*	1%	1%	-3	-3%	6%	?
O=C(Cn1ccc(NC(=O)OCc2ccccc2)nc1=O)NCCN1CCOCC1	1.2	0	-63%	0%	3%	-5	-2%	0%	-4%
C/C(=N\Nc1ccc([N+](=O)[O-])cc1)c1cc2ccccc2o1	12	6	-13%	?	?	-2	-1%	-1%	-15%
Cc1nnc(-c2cccc(Br)c2)c2cn(-c3ccccc3)nc12	nt	nt	1%	-4%	3%	-13	-5%	1%	14%
Cc1c(NC(=O)CSc2nnc(C(C)Oc3ccc(Cl)cc3)n2-c2ccccc2)c(=O)n(-c2ccccc2)n1C (configuration not stated)	-0.1	5	-3%	0%	-1%	-6	-1%	0%	10%
Cc1ccc(S(=O)(=O)N2CCN(c3nc(-c4ccc(CN5CCNCC5)s4)nc4ccccc34)CC2)cc1	nt	nt	nt	-3%	nt	-2	-6%	nt	-24%
CCOc1ccc2nc(/N=C/c3nc(-c4ccc(Br)cc4)oc3O)sc2c1	17	23	2%	-1%	?	-11	-3%	5%	-7%
COc1ccc(CCNC(=O)COC(=O)c2cc(S(=O)(=O)N3CCOCC3)ccc2C)cc1OC	nt	nt	-8%	1%	8%	-4	-5%	6%	4%
CS(=O)(=O)N1N=C(c2cccs2)CC1c1ccc(Cl)o1 (configuration not stated)	-0.4	-4	4%	-3%	-8%	-12	4%	-11%	10%
CCOC(=O)c1sc2nc(CC(=O)OC)nc(NCCN3CCOCC3)c2c1C	0.2	-21	365%[activator]	-2%	6%	6	-4%	0%	-9%
CC/C=C\[C@H](O)[C@H](O)C1=C(C)C(=O)[C@]2(O1)C(=O)N[C@@](OC)(C(=O)c1ccccc1)C2O (some centres not stated)	-0.3	-7	?	1%	8%	2	-2%	1%	11%
CCC(=O)N1CCc2cc(S(=O)(=O)NC(CC(C)C)C(=O)Nc3cc(C)ccc3OC)ccc21 (configuration not stated)	-0.4	nt	10%	1%	1%	-5	-3%	0%	-26%
CCc1ccc(-n2nc3cc(C)c(NC(=O)c4ccccc4C)cc3n2)cc1	-0.3	nt	?	9%	-3%	1	3%	-8%	5%
CCCc1n[nH]c2c1/C(=N\OCC)CC(C)(C)C2	-0.3	-10	40µM*	0%	3%	-1	-2%	3%	10%
CCN=C1SC(CC(=O)Nc2ccc(N3CCOCC3)cc2)C(=O)N1CC (configuration not stated)	-0.4	1	268%[activator]	0%	0%	-1	5%	-4%	0%
FC(F)(F)c1nnc2ccc(NCn3nnc4ccccc43)nn12	1.0	-4	-12%	1%	nt	5	-3%	7%	?
O=C(Cn1c(=O)c2c(ncn2Cc2ccccc2)n(Cc2ccccc2)c1=O)N1CCCC1	-0.7	-15	4%	-3%	3%	-2	-7%	-3%	-18%
COc1ccccc1Cn1c(CNS(=O)(=O)c2cccc([N+](=O)[O-])c2)nc2cccnc21	0.5	nt	-8%	1%	-1%	0	0%	9%	-2%
Cc1cc2ccccc2n1-c1ccc(C(=O)N2CCCCC2)s1	nt	nt	?	-8%	-4%	1	-2%	5%	-20%
COCCNc1nc(-c2ccccc2)nc2ccccc12	1.2	-6	37%	1%	-27%	-1	0%	14%	3%
CC(=O)c1ccc(NC(=O)N2CCN(c3ccc(C)cc3)C(C)C2)cc1 (configuration not stated)	1.0	-9	-4%	3%	5%	1	7%	-6%	-9%[56.9 µM]
C/C(=N\NC(=O)c1ccn(C)n1)c1ccc(NC(=O)C2CCC2)cc1	-0.7	-5	-7%	3%	0%	-1	18%	-7%	48%
CN(CC(=O)Nc1cccc(F)c1)S(=O)(=O)c1ccc2c(c1)n(C)c(=O)c(=O)n2C	nt	nt	-17%	0%	-2%	-5	-1%	2%	-10%
CCOc1ccc2nc(NC(=O)c3nc(SC(C)C)ncc3Cl)sc2c1	nt	nt	?	2%	5µM*	-4&-6	0%	-7%	16%
CCCc1c(C(=O)O)cnn1-c1ccc(Cl)cc1	nt	nt	5%	2%	-16%	-6	-5%	-3%	-7%
Cc1nc(N2CCN(c3ccccc3)CC2)[nH]c(=O)c1Cc1ccccc1	nt	nt	0%	1%	6%	-4	-2%	-10%	-13%
CSc1nc(SCCO)c2sc3nc(-c4ccco4)c4c(c3c2n1)CC(C)(C)OC4	-0.6	7	-39%	4%	?	6	1%	3%	-51%
COC(=O)CNc1ccc2c(c1)OCO2	0.2	-8	-22%	2%	-3%	18	4%	-12%	-25%
CN(C(=O)Cn1c(=O)n(Cc2ccc(C(=O)NCc3ccc4c(c3)OCO4)cc2)c(=O)c2ccccc21)c1ccccc1	1.8	nt	-19%	2%	1%	-1	-3%	1%	1%
COCCN(C(=O)CSc1nnc(Nc2ccccc2F)s1)c1c(N)n(Cc2ccccc2)c(=O)[nH]c1=O	0.7	3	-27%	2%	-11%	-7	4%	2%	-3%[56.9 µM]
O=C(CCNC(=O)c1ccccc1Cl)Nc1nccs1	-0.7	-5	nt	1%	4%	-7	-5%	-13%	0%
